Compound activity: PubChem BioAssay, National Center for Advancing Translational Sciences (NCATS)
HEK cytotox: cytotoxic compounds in HEK 293 cells | actives 6.6% (n = 94,000) | Potency, µM (series often up to 115 µM), inactives show at the top dose activity change, negative = cytotoxicity, most hits filed as inhibitors | HEK 293 viability, ATP luminescence (CellTiter-Glo), 48-72 h | AID 1345083; further: potency means the concentration at half of the fitted maximal effect; nearly all actives have a fitted effect of over 60% in size
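Viability of HEK 293 cells, plated at 250 cells/well, was judged by cellular ATP after compound treatment for 48 or 72 hr. Luminescence was imaged 10 min after CellTiter-Glo addition at room temperature.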
FLuc inh: blocks purified firefly luciferase enzyme activity | purified P. pyralis luciferase, luminescence, biochemical | AID 1347043 | actives 2.5% (n = 76,000) | Potency, µM (highest dose often 115 µM), for inactives: at the highest dose activity change, negative = inhibition, hits mostly inhibitors; further: potency means the concentration at half of the fitted maximal effect; nearly all actives have a fitted effect of over 65% in size
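Cell-free enzyme assay, 10nM P. pyralis luciferase, luciferin and ATP each at 10uM. Inhibition profiled over a 6-point titration, read as luminescence.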
3T3 cytotox: NIH 3T3 cell cytotoxicity; NIH 3T3 viability, CellTiter-Glo ATP luminescence, 48-72 h; Potency, µM (doses to about 96.7 µM), for inactives: top-dose activity change, negative = cytotoxicity, hits mostly inhibitors; actives 4.3% (n = 94,000); further: potency means the concentration at half of the fitted maximal effect; nearly all actives have a fitted effect of over 55% in size
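Luminescent ATP readout (CellTiter-Glo, 10 min RT) after 48 or 72 hr compound exposure of NIH 3T3 cells seeded at 400 cells/well in 1536-well format; quantitative HTS.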
GPT2 inhibitor: GPT2 alanine aminotransferase inhibition; Q8TD30; Recombinant GPT2, coupled pyruvate oxidase/HRP Amplex Red fluorescence; Potency, µM (doses to about 57.7 µM), for inactives: at the highest dose activity change, negative = inhibition, usual class: inhibitors; actives 0.25% (n = 100,000); further: potency means the concentration at half of the fitted maximal effect; nearly all actives have a fitted effect of over 60% in size; many of its hits are not listed in these tables
Target sequence (Q8TD30 whole entry, looked up): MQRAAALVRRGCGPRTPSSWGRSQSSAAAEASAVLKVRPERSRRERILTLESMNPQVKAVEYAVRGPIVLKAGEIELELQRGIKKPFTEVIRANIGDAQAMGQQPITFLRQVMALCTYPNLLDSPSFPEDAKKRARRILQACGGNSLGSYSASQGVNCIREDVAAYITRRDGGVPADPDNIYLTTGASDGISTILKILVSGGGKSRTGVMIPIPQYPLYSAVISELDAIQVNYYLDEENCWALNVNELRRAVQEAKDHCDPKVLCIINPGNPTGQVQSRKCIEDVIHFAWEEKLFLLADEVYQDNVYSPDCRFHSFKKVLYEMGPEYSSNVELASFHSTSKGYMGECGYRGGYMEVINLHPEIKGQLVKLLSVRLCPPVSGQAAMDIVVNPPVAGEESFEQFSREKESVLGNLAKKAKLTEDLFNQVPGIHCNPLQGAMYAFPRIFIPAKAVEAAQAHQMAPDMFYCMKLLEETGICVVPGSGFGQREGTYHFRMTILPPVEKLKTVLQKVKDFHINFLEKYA
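Fluorescence read-out: pyruvate from GPT2 turnover coupled to pyruvate oxidase, HRP and Amplex Red (0.2mM ThPP, 0.2U/mL PO and HRP, 50uM Amplex final). Substrates 250uM a-KG, 2mM L-alanine; enzyme 10ng/uL; 30 min RT.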
SNCA expr inhib: inhibitors of alpha-synuclein (SNCA) gene expression; HEK-293 SNCA-luciferase knock-in, luminescence, 24 h; Potency, µM (titrated, usually from 57.2 µM), for inactives: at the highest dose activity change, negative = inhibition, hits mostly inhibitors; actives 0.17% (n = 140,000); AID 1671194;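 further: potency means the concentration at half of the fitted maximal effect; plate controls were DMSO cells for no effect and cell-free wells for full effect; nearly all actives have a fitted effect of over 45% in size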
HEK293 viab: cell viability loss counter-screen; HEK-293-SNCA-luc viability, GF-AFC fluorescence, 24 h; Potency, µM (titrated, usually from 57.1 µM), inactives show at the top dose activity change, negative = cytotoxicity, usual class: cytotoxic; actives 0.12% (n = 150,000); AID 1671193;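 further: potency means the concentration at half of the fitted maximal effect; 0% = DMSO-treated cells and -100% = medium-only wells without cells; nearly all actives have a fitted effect of over 30% in size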
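Cytotoxicity counterscreen: after 24 h compound treatment of genome-edited SNCA-luciferase HEK-293 cells, live-cell protease substrate GF-AFC read by fluorescence after 30 min; activity scaled between DMSO (0%) and medium-only (-100%), curves Hill-fitted.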
IP6K1 inh: blocks human inositol hexakisphosphate kinase 1; IP6K1 kinase, ADP-Glo luminescence, 2 h; active compounds read low; Q92551; actives 0.81% (n = 140,000); activity change, % (series mostly up to about 58 µM); in the data active means activity change below about -25%
Target sequence (Q92551 whole entry, looked up): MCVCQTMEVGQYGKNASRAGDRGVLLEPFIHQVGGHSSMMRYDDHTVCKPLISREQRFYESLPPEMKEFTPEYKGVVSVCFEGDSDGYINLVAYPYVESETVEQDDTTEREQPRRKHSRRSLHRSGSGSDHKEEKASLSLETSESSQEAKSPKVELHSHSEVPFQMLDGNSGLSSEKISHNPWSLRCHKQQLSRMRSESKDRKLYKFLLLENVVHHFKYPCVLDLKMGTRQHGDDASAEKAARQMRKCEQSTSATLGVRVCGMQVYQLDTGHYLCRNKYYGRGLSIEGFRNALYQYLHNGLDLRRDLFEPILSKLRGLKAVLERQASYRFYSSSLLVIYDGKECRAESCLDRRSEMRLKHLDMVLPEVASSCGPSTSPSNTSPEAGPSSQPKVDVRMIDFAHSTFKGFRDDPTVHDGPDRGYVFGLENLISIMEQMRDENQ
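ADP-Glo luminescence measures ADP made by human IP6K1 during a 2 h RT reaction with ATP/IP6 (mix at 1.3 mM/130 uM); top library doses 57.5 and 19.1 uM final.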
The depositor's hits bear a star; i = inactive; ? = inconclusive; . = not tested or not shown; [ ] = remark or other dose. Unless noted, the call rests on the fitted dose curve; in most records, active means well fitted curve in the direction sought with a large enough effect; inconclusive means small, poorly fitted or top-dose-only effect, or another doubt; inactive means no such curve, though single readings can be large; an effect the other way counts as inactive or inconclusive. Unless noted, on the % scale 0 is the no-effect control and ±100 the full control effect. Some of the compounds tested; count on the stated rates, not on these rows.

compound,HEK cytotox,FLuc inh,3T3 cytotox,GPT2 inhibitor,SNCA expr inhib,HEK293 viab,IP6K1 inh
CCOC(=O)c1[nH]ncc1CN1CCCC(Cc2ccc(F)cc2F)(C(=O)OCC)C1 (stereo not given),?,-1%,-22%,i,1%,2%,17
CCCCCC(=O)N1CCC(O)(c2csc(CN3CCN(C)CC3)n2)CC1,5%[172 µM],-3%[172 µM],2%[174 µM],i,?,3%[87.6 µM],-1
CC(C)NC(=O)c1onc(-c2ccc(Cl)cc2)c1[C@H](C)O,?,-7%[172 µM],-13%[174 µM],-20%[88.5 µM],12%[87.6 µM],8%[87.6 µM],-9
CCOc1ccc(CC(=O)N2CCN(c3cc(-c4ccc(Cl)cc4)[nH]n3)CC2)cc1,?,-11%,?,i,-18%,-6%,18
CCOC(=O)CSC1=Nc2ccccc2C2=NC(CCC(=O)NCc3ccc(F)cc3)C(=O)N12 (stereo not given),.,.,.,.,-18%,-5%,-5
COC(=O)N1CCCCC1C(=O)N1CCC2(CC1)c1nc[nH]c1CCN2C (stereo not given),?,-8%,-10%,-3%,0%,0%,3
CCc1ccccc1NC(=O)Cn1c(=O)n(-c2ccc(C)c(C)c2)c(=O)c2oc3ccccc3c21,.,.,.,.,15%,-18%,28
CC(=O)N1CCC([C@@H]2CN(Cc3cc(F)c(F)c(F)c3)C[C@H]2CO)CC1,?,2%,-8%,0%,30%,0%[12.5 µM],-3
CCOc1ccc2c(c1)c(=O)c(S(=O)(=O)c1ccc(C)cc1)cn2CC(=O)Nc1ccc(C)cc1,.,.,.,.,-15%,-2%,16
COc1cccc(-c2c(C(=O)NCC3CCCCC3)nc3sccn23)c1,-6%,.,?,-6%,?,-3%,-3
CCC(=O)N(C1CCOCC1)C1CCN(S(=O)(=O)c2ccc(OC)cc2)CC1,-1%,-2%,-7%,i,2%,4%,-5
Cn1nc(C2CC2)cc1NC(=O)C(C)(C)C,i,.,-5%[138 µM],i,1%[87.6 µM],8%[87.6 µM],-8
CCc1ccccc1NC(=O)Cn1nc2c3cc(F)ccc3n(Cc3cccc(C)c3)cc-2c1=O,.,.,.,.,-14%,1%,-12
NCC(=O)N1CCCC(N2CCN(c3cccc(C(F)(F)F)c3)CC2)C1 (stereo not given),-8%,-4%,?,-10%,11%,12%,3
Cc1ccccc1OCC(=O)N1CCc2nc3cc[nH]n3c(=O)c2C1,?,5%,1%,4%,-18%,2%,8
Cc1ccc(-n2c(C3CCN(C(=O)c4n[nH]c5ccccc45)CC3)n[nH]c2=O)cc1,-3%,-11%,?,-8%,5%,-1%,23
COc1ccc(C(=O)N2CCC(n3cc(-c4nc(C(C)C)no4)nn3)CC2)cc1,?,3%,-6%,i,8%,9%,0
Cc1ccccc1NC(=O)c1ccc(CNS(=O)(=O)c2ccc3c(c2)C(C)(C)C(=O)N3C)cc1,.,.,.,.,?,2%,17
COC(=O)c1ccc(NC(=O)Cn2c(-c3nonc3N)nc3ccccc32)cc1,.,.,.,.,18%,-8%,26
Cc1cc(Cn2cc3c4c(cccc42)[C@H](CC(C)C)N[C@H](C(=O)N2CCN(C)CC2)C3)no1,?,-2%,?,1%,3%,-4%,4
COc1ccc(NC(=O)c2c(OC)cc(=O)n3c2CCCC3)c(OC)c1,-2%,-4%,-12%,i,63%[activator],3%,-4
Cc1cn2c(=O)c(S(=O)(=O)Nc3ccc(OC(F)(F)F)cc3)c(C)nc2s1,.,.,.,.,-29%,6%,2
CC(C)(C)C(=O)Nc1ccc2nc(SCCOc3ccccc3Cl)sc2c1,.,.,.,.,?,-13%,-1
N#Cc1cccc(NC(=O)N2CCc3nc4cc[nH]n4c(=O)c3C2)c1,7%,-2%,4%,i,-18%,-7%,0
CCc1noc([C@@H]2CC(F)(F)CN2C(=O)COc2ccccc2)n1,1%,0%,-2%,i,-6%,0%,10
CCOC(=O)N1CCC(NC(=O)c2cnn(-c3cccc(F)c3)c2-n2cccc2)CC1,.,.,.,.,0%,-1%,-2
O=C(Nc1ccccc1-c1nc2ccccc2s1)c1cc(Cl)cc(Cl)c1,.,.,.,.,-2%,-4%,-15
COc1ccc(C2Cn3nnc(-c4nc(-c5cccc(Br)c5)no4)c3CO2)cc1 (stereo not given),15%,-3%,i,1%,21%,4%,0
O=c1n(-c2cccc(Cl)c2)nc2n1CCN([S+](=O)([O-])c1cccs1)C2,-14%,.,-13%,-8%,108%[activator],-7%,4
COc1ccc(Nc2nc3ccc(C)cc3nc2-n2nc(C)cc2C)cc1Cl,.,.,.,.,13%,-4%,-6
CC(C)(C)C1CCC2(CC1)NC(=O)N(CC(=O)NCc1ccco1)C2=O (stereo not given),-29%,3%,-30%,i,-13%,0%,-5
CN1CCN(c2ccc(-c3noc([C@@H]4CCCN4C4CCCCC4)n3)cn2)CC1,79µM*,-9%[172 µM],79µM*,i,0%[87.6 µM],24%[87.6 µM],-15
Cc1ccc(C)c(NC(=O)Cn2c(=O)n(Cc3ccco3)c(=O)c3ccc(C(=O)NC4CCCC4)cc32)c1,.,.,.,.,5%,25%,4
COc1ccccc1CN1CCC2(CC1)OC(=O)N(Cc1ccccc1F)C2(C)c1ccccc1 (stereo not given),35µM*,0%,28µM*,-10%,-23%,?,-11
CCn1ccc(C(=O)N2CCn3c(nnc3[C@@H]3C[C@@H](O)CN3Cc3ccccc3)C2)n1,1%,5%,-6%,-1%,1%,0%[12.5 µM],10
CC(=O)N1CCCN(c2ccc3nnc(C4CC4)n3n2)CC1,2%[172 µM],.,-9%[138 µM],.,.,.,-1

Molecules listed so far that contain a CF3 group, in the order listed:
compound,HEK cytotox,FLuc inh,3T3 cytotox,GPT2 inhibitor,SNCA expr inhib,HEK293 viab,IP6K1 inh
NCC(=O)N1CCCC(N2CCN(c3cccc(C(F)(F)F)c3)CC2)C1 (stereo not given),-8%,-4%,?,-10%,11%,12%,3
Cc1cn2c(=O)c(S(=O)(=O)Nc3ccc(OC(F)(F)F)cc3)c(C)nc2s1,.,.,.,.,-29%,6%,2

(next part)
compound,HEK cytotox,FLuc inh,3T3 cytotox,GPT2 inhibitor,SNCA expr inhib,HEK293 viab,IP6K1 inh
Cc1ccc(NC(=O)CSc2nc3nc(C)c(Cc4ccccc4)c(C)n3n2)cc1,.,.,.,.,-4%,5%,5
CC(C)(O)CCc1cccc(C(=O)NCc2nc3ccccc3o2)c1,i,-18%,3%,-6%,22%,1%,-9
CC(C)CC(=O)N1CCCC(c2nc(C3CCOCC3)no2)C1 (stereo not given),-5%,-7%,1%,-1%,-25%,-1%,12
CC(C)NC(=O)[C@@H](C)C1CC[C@@]2(C)CC[C@H](NC(=O)c3ccncc3)[C@@H](C)[C@@H]2[C@H]1O (stereo not given in full),-3%[172 µM],3%[172 µM],-27%[174 µM],i,17%[87.6 µM],4%[87.6 µM],-2
CN1CC(=O)N(C2CCNC2)Cc2c(NCC3CCCCC3)ncnc21 (stereo not given),-6%,.,i,-13%,-12%,-1%,6
CC(NC(=O)Cn1c(-c2cccs2)cc2cc(F)ccc21)c1ccccc1 (stereo not given),.,.,.,.,38%[activator],-3%,-1
COC(=O)c1c(NC(=O)CCCOc2ccc(C)cc2)sc2c1C(C(=O)OC)CC2 (stereo not given),.,.,.,.,-18%,10%,7
COc1ccc(OC)c(C(=O)CSc2ncc3c(n2)-c2ccccc2N(Cc2ccccc2C)S3(=O)=O)c1,.,.,.,.,-7%,1%,27
CC(C)CCNC(=O)Cc1ccc(NC(=O)N2CCCCc3ccccc32)cc1,.,.,.,.,-20%,-1%,13
COCCO[C@H]1C(=O)N(C2CCN(C(=O)NCc3ccccc3)CC2)[C@H]1c1ccncc1,-4%,-13%,-8%,-21%,-1%,7%,12
O=C1NCCCCCN(C(=O)c2ccco2)[C@H]2CCC[C@@H]12,i,-4%,-12%,i,6%,1%,-9
CCOc1ccc(CNC(=O)C2CCN(S(=O)(=O)N3CCC(C)CC3)CC2)cc1OC,.,.,.,.,4%,3%,1
O=[S+]([O-])(NC1CN(c2ccnc3ccnn23)C1)c1ccccc1,-28%[172 µM],.,?,2%[88.5 µM],-8%[87.6 µM],-1%[87.6 µM],-1
COCCCNC(=O)N[C@@H]1CN(c2ncccn2)C[C@H]1CN(C)C,-4%,2%,-12%,-18%,-26%,-2%,26
COc1cccc(CNC(=O)Cn2nc3n(c2=O)CCCC3)c1OC,12%,14%,i,2%,-18%,6%,0
Cc1nc(C)c(C(=O)NCCc2ncc(C)n2C2CCCC2)s1,-28%,.,-22%,i,-12%,6%,16
CCc1nc(NC(=O)C2CC(=O)N(c3n[nH]c4cc(Br)ccc34)C2)sc1C (stereo not given),?,-1%,?,i,5%,13%,5
COc1cccc(CNC(=O)C2=C(C)C(=O)OC23CCN(C(C)=O)CC3)c1OC,.,.,.,.,13%,5%,-20
COc1cccc(CC(=O)N2C[C@@H](Oc3cccnc3)C[C@H]2C(N)=O)c1,-26%,6%,-17%,i,11%,6%,0
CCOC(=O)C1CCCN(C(=O)c2nc3sccn3c2-c2ccncc2)C1 (stereo not given),-5%,.,-13%,i,-5%,8%,21
COc1ccc(C[C@H](N)C(=O)N[C@H]2[C@@H](O)[C@H](n3cnc4c(N(C)C)ncnc43)O[C@@H]2CO)cc1,.,.,.,i,.,?,-4
O=C(CN1C=NS(=O)(=O)c2ccccc21)Nc1ccc(Br)cc1,.,.,.,.,-2%,-11%,-3
COc1ccc(C(=O)N[C@@H]2CCC[C@@H]2C(=O)NCC(C)C)cc1,-22%,2%,0%,1%,3%,-28%,6
O=C1c2ccccc2-c2onc3c(N4CCN(C5CCCCC5)CC4)cc(NCCO)c1c23,.,.,.,.,2%,?,13
COc1ccc(N2CCN(C(=O)c3ccc4c(c3)N(C)C3CCCCCN3C4=O)CC2)cc1 (stereo not given),?,-17%,-39%,-15%,-14%,-5%[12.5 µM],-18
CCOc1ccc(N2CC(NC(=O)c3ccc(S(=O)(=O)N4CCCCC4)cc3)CC2=O)cc1 (stereo not given),.,.,.,.,14%,-2%,16
